Screening results: PubChem, Broad Institute
BioA inh: blocks M. tuberculosis BioA enzyme activity | purified M. tuberculosis BioA enzyme, plate reader | actives 0.096% (n = 360,000) | AID 602481 | inhibition, % at 9.99 µM; in the data active = inhibition above about 40%
Active calls of the source: *.

Compound	BioA inh
CO[C@@H]1CN(C)C(=O)c2cc(NS(C)(=O)=O)ccc2OC[C@H](C)N(Cc2nccs2)C[C@@H]1C	1.4
COc1ccc(CN(C)C[C@H]2OCCCC[C@H](C)Oc3ccc(NC(=O)Nc4cccc5ccccc45)cc3C(=O)N([C@@H](C)CO)C[C@@H]2C)cc1	-0.2
Cc1ccccc1-c1ccc([C@@H]2[C@@H](CO)N3CCCCN(C(=O)Nc4ccc(F)cc4)C[C@H]23)cc1	7.0
O=C(C[C@@H]1CC[C@@H]2[C@H](COC[C@@H](O)CN2C(=O)c2cnccn2)O1)NCc1ccc(Cl)cc1	0.2
C[C@@H]1CN([C@H](C)CO)C(=O)c2cc(-c3ccc(F)cc3)cnc2O[C@H]1CN(C)C(=O)Cc1ccccn1	-0.1
COc1ccc(NC(=O)Nc2ccc3c(c2)C(=O)N([C@H](C)CO)C[C@H](C)[C@@H](CN(C)C(=O)Nc2ccccc2)OCCCC[C@H](C)O3)cc1	-3.9
C[C@H]1CN([C@@H](C)CO)S(=O)(=O)c2ccc(-c3cccnc3)cc2O[C@H]1CN(C)C(=O)CN(C)C	-2.9
C[C@@H]1CN([C@@H](C)CO)C(=O)c2cccc(NC(=O)Nc3ccccc3)c2O[C@@H]1CN(C)Cc1ccncc1	-3.2

The closing 3 records of the section above are carried over, then new ones follow.
Compound	BioA inh
COc1ccc(NC(=O)Nc2ccc3c(c2)C(=O)N([C@H](C)CO)C[C@H](C)[C@@H](CN(C)C(=O)Nc2ccccc2)OCCCC[C@H](C)O3)cc1	-3.9
C[C@H]1CN([C@@H](C)CO)S(=O)(=O)c2ccc(-c3cccnc3)cc2O[C@H]1CN(C)C(=O)CN(C)C	-2.9
C[C@@H]1CN([C@@H](C)CO)C(=O)c2cccc(NC(=O)Nc3ccccc3)c2O[C@@H]1CN(C)Cc1ccncc1	-3.2
O=C(C[C@@H]1CC[C@@H]2[C@H](COC[C@H](O)CN2Cc2ccccc2)O1)NCc1ccccc1Cl	-3.0
COc1ccccc1C(=O)N1C[C@@H]2[C@H](c3ccccc31)[C@H](CO)N2C(=O)C1CCCC1	-3.7
CO[C@H]1CN(C)C(=O)c2ccc(NC(=O)C3CCC3)cc2OC[C@@H](C)N(Cc2cccnc2)C[C@@H]1C	4.5
CN(C)CC(=O)Nc1ccc2c(c1)[C@H]1C[C@H](CC(=O)NCc3ccccn3)O[C@@H](CO)[C@H]1O2	-0.2
CN1CCN(C(=O)C[C@H]2C[C@@H]3c4cc(NS(C)(=O)=O)ccc4O[C@@H]3[C@H](CO)O2)CC1	1.6
CO[C@@H]1CN(C)C(=O)c2cc(NC(=O)c3ccccc3F)ccc2OC[C@H](C)N(CC2CC2)C[C@@H]1C	-1.0
COCCOC(=O)N1C(=O)[C@@]2(c3cc(C#Cc4ccc(OC)cc4)ccc31)[C@H](c1ccccc1OCCO)N1[C@H](c3ccccc3)[C@H](c3ccccc3)OC(=O)[C@H]1[C@@H]2C(=O)NC[C@H](O)c1ccccc1	-2.1
C[C@@H]1CN([C@H](C)CO)C(=O)c2cc(Br)cnc2O[C@@H]1CN(C)CC1CC1	3.4
Cc1ccc(S(=O)(=O)Nc2ccc3c(c2)C(=O)N([C@H](C)CO)C[C@@H](C)[C@H](CN(C)C(=O)Nc2ccccc2)O3)cc1	-2.2
C[C@H]1CN([C@@H](C)CO)S(=O)(=O)c2ccc(C#CC3CC3)cc2O[C@H]1CN(C)C(=O)C1CCCCC1	-1.7
CCC(=O)Nc1ccc2c(c1)C(=O)N(C)C[C@H](OC)[C@H](C)CN(Cc1cccc(F)c1)[C@@H](C)CO2	-1.2
O=C(Nc1ccccc1)N[C@H]1CC[C@@H](CCNC(=O)c2ccccc2F)O[C@@H]1CO	3.9
C[C@H](CO)N1C[C@H](C)[C@@H](CN(C)C(=O)c2cccc(F)c2)Oc2cc(-c3cccnc3)ccc2S1(=O)=O	2.3
COc1ccc(NC(=O)N[C@H]2CC[C@H](CCn3cc(-c4ccccc4)nn3)O[C@H]2CO)cc1	-2.4
CC(C)[C@@H](C)NC(=O)N(C)C[C@@H]1OCc2ccccc2-c2c(n(C)c3ccccc23)C(=O)N([C@H](C)CO)C[C@@H]1C	0.0
O=C(C[C@H]1C[C@H]2c3cc(NC(=O)c4cccnc4)ccc3O[C@H]2[C@@H](CO)O1)NCc1cccc(F)c1	4.6
O=C(C[C@H]1CC[C@H]2[C@@H](COC[C@@H](O)CN2C(=O)C2CC2)O1)NCc1ccccc1Cl	0.6
C[C@@H]1CCCCO[C@H](CN(C)C)[C@@H](C)CN([C@H](C)CO)C(=O)c2cc(NC(=O)Nc3cccc4ccccc34)ccc2O1	-0.8
COC(=O)[C@@H]1[C@@H](CO)[C@@H]2Cn3c(ccc(-c4cccc(OC)c4)c3=O)[C@H]1N2CC1CC1	0.2
C[C@H](CO)N1C[C@H](C)[C@@H](CN(C)Cc2ccncc2)OCCCC[C@H](C)Oc2ccc(NC(=O)CCC(F)(F)F)cc2C1=O	-3.0
COCC(=O)Nc1ccc2c(c1)[C@H]1C[C@H](CC(=O)N3CCN(C)CC3)O[C@H](CO)[C@H]1O2	-1.1
C[C@@H]1CN([C@H](C)CO)C(=O)c2cccc(NC(=O)Nc3cccc4ccccc34)c2O[C@@H]1CN(C)C(=O)Nc1ccc2c(c1)OCO2	0.3
C[C@H]1CN([C@@H](C)CO)S(=O)(=O)c2ccc(C#CC3CC3)cc2O[C@@H]1CN(C)C(=O)c1cccc(F)c1	1.3
C[C@@H]1CN([C@H](C)CO)C(=O)c2cccc(NS(=O)(=O)c3ccccc3)c2O[C@@H]1CN(C)S(=O)(=O)c1ccccc1	1.1
O=C(Cc1ccncc1)Nc1ccc2c(c1)[C@@H]1C[C@H](CC(=O)N3CCc4ccccc4C3)O[C@H](CO)[C@@H]1O2	-1.5
C[C@@H]1CCCCO[C@@H](CN(C)C(=O)Cc2ccccc2)[C@H](C)CN([C@@H](C)CO)C(=O)c2cc(NC(=O)C3CCCCC3)ccc2O1	-5.3
O=C(O)C[C@H]1CC[C@@H](NC(=O)c2ccncc2)[C@@H](CO)O1	-2.5
Cc1ccc(NC(=O)C[C@H]2CC[C@H]3[C@@H](COc4ccc(NS(C)(=O)=O)cc4C(=O)N3C)O2)cc1	-1.8
C[C@H](CO)N1C[C@H](C)[C@@H](CN(C)C(=O)CN2CCOCC2)Oc2ncc(C3=CCCCC3)cc2C1=O	0.9
COc1cccc(CNC(=O)C[C@@H]2CC[C@H](NC(=O)C3CCOCC3)[C@H](CO)O2)c1	-1.9
COC(=O)[C@H]1[C@H](CO)[C@H]2Cn3c(ccc(-c4ccc(F)cc4)c3=O)[C@H]2N1S(C)(=O)=O	-2.3
Cc1ccc(S(=O)(=O)Nc2ccc3c(c2)C(=O)N([C@@H](C)CO)C[C@@H](C)[C@@H](CN(C)C(=O)Nc2cccc4ccccc24)O3)cc1	2.3
C[C@H](NC(=O)C[C@@H]1CC[C@@H]2[C@H](COC[C@H](O)CN2C(=O)Nc2cccc(F)c2)O1)c1ccccc1	4.6
N#Cc1cccc(-c2ccc([C@@H]3[C@H]4CN(C(=O)Cc5cccnc5)CCCCN4[C@H]3CO)cc2)c1	-2.5
C[C@H]1CN([C@@H](C)CO)C(=O)Cc2cc(NC(=O)CCCCCC(=O)Nc3ccccc3N)ccc2O[C@@H]1CN(C)CC1CC1	-1.4
COCCNC(=O)C[C@@H]1CC[C@H](NS(=O)(=O)c2ccc(C)cc2)[C@H](CO)O1	-0.8
N#Cc1ccc(-c2ccc3c(c2)[C@@H]2[C@@H](CCN2C(=O)c2ccc(F)cc2)[C@@H](CO)N3)cc1	40*
C[C@@H]1CN([C@H](C)CO)C(=O)c2cc(NC(=O)Nc3ccc4c(c3)OCO4)ccc2O[C@@H]1CN(C)Cc1ccc(Oc2ccccc2)cc1	0.4
Cc1ccc(S(=O)(=O)Nc2ccc3c(c2)CC(=O)N([C@@H](C)CO)C[C@@H](C)[C@@H](CN(C)Cc2ccc(-c4ccccc4)cc2)O3)cc1	-0.5
CC(=O)N1[C@@H]2Cn3c(ccc(-c4cccc(F)c4)c3=O)[C@H]1[C@@H](C(=O)NCC1CC1)[C@@H]2CO	-0.3
C[C@@H]1CCCCO[C@H](CN(C)S(=O)(=O)c2cccs2)[C@H](C)CN([C@@H](C)CO)C(=O)c2cc(NC(=O)Nc3ccc(F)cc3)ccc2O1	-2.4
C[C@@H]1CCCCO[C@@H](CN(C)S(=O)(=O)c2cn(C)cn2)[C@@H](C)CN([C@@H](C)CO)C(=O)c2cc(NC(=O)Nc3ccccc3)ccc2O1	0.9
O=C(NCc1ccc(F)cc1)[C@H]1[C@H](CO)[C@H]2Cn3c(cccc3=O)[C@@H]1N2Cc1cccnc1	1.3
Cc1ccccc1-c1cnc2c(c1)C(=O)N([C@H](C)CO)C[C@H](C)[C@@H](CN(C)Cc1cncnc1)O2	-1.2
CC(C)NC(=O)N1C[C@@H]2[C@H](c3ccccc31)[C@H](CO)N2C(=O)Nc1ccc(F)cc1	13
O=C(O)[C@@H]1[C@@H](CO)[C@@H]2Cn3c(ccc(-c4ccccc4F)c3=O)[C@@H]2N1C(=O)c1cnccn1	-0.4
CNC[C@@H]1Oc2ccc(NS(=O)(=O)c3ccc(C)cc3)cc2CC(=O)N([C@H](C)CO)C[C@H]1C	-1.6
COc1ccc(NC(=O)N2CCCCN3[C@H](CO)[C@H](c4ccc(-c5ccccc5C)cc4)[C@H]3C2)cc1	-0.1

3 records picked at random from those above, as already listed:
Compound	BioA inh
COc1ccc(NC(=O)N2CCCCN3[C@H](CO)[C@H](c4ccc(-c5ccccc5C)cc4)[C@H]3C2)cc1	-0.1
C[C@@H]1CCCCO[C@H](CN(C)S(=O)(=O)c2cccs2)[C@H](C)CN([C@@H](C)CO)C(=O)c2cc(NC(=O)Nc3ccc(F)cc3)ccc2O1	-2.4
Cc1ccccc1-c1cnc2c(c1)C(=O)N([C@H](C)CO)C[C@H](C)[C@@H](CN(C)Cc1cncnc1)O2	-1.2

The results go on:
Compound	BioA inh
C[C@H]1CN([C@@H](C)CO)C(=O)Cc2cc(NC(=O)CCN3CCOCC3)ccc2O[C@H]1CN(C)C(=O)Nc1ccc(C(F)(F)F)cc1	-1.6
C[C@H](CO)N1C[C@H](C)[C@@H](CN(C)C(=O)Nc2ccc(F)cc2)OCCCC[C@H](C)Oc2ccc(NC(=O)Nc3ccccc3)cc2C1=O	-1.6
CO[C@@H]1CN(C)C(=O)c2cc(NC(=O)NC(C)C)ccc2OC[C@@H](C)N(Cc2ccccn2)C[C@H]1C	-0.4
C[C@H]1CN([C@@H](C)CO)C(=O)c2cc(NC(=O)CCC(F)(F)F)ccc2O[C@@H]1CN(C)S(=O)(=O)c1ccc(Cl)cc1	1.4
O=C(NC[C@H]1[C@H](c2ccccc2)[C@@H](CO)N1C(=O)Cc1cccnc1)C1CCC1	1.8
C[C@@H]1CCCCO[C@H](CN(C)S(=O)(=O)c2cn(C)cn2)[C@H](C)CN([C@@H](C)CO)C(=O)c2cc(NC(=O)CCCCCC(=O)Nc3ccccc3N)ccc2O1	-2.3
C[C@H](CO)N1C[C@H](C)[C@H](CN(C)C(=O)C2CC2)Oc2ncc(C#Cc3ccccc3)cc2C1=O	0.6
CCCNC(=O)Nc1ccc2c(c1)C(=O)N(C)[C@@H]1CC[C@H](CC(=O)O)O[C@H]1CO2	-2.8
CCS(=O)(=O)Nc1ccc2c(c1)C(=O)N(C)[C@H]1CC[C@H](CC(=O)NCCOC)O[C@H]1CO2	-1.5
Cc1ccccc1-c1ccc2c(c1)O[C@@H](CN(C)C(=O)c1ccccn1)[C@H](C)CN([C@@H](C)CO)S2(=O)=O	1.4
C[C@@H]1CN([C@@H](C)CO)C(=O)c2cc(C#CCN(C)C)cnc2O[C@@H]1CN(C)S(C)(=O)=O	-0.6
C[C@H]1CN([C@@H](C)CO)C(=O)c2cccc(NS(=O)(=O)c3ccc(Cl)cc3)c2O[C@H]1CN(C)C(=O)Nc1ccc2c(c1)OCO2	1.8
COCC(=O)Nc1ccc2c(c1)OC[C@@H](C)N(CCc1ccccc1)C[C@H](C)[C@H](OC)CN(C)C2=O	1.0
COc1ccc(S(=O)(=O)N(C)C[C@@H]2Oc3cc(C#CC4CC4)ccc3S(=O)(=O)N([C@H](C)CO)C[C@H]2C)cc1	-1.9
C[C@@H]1CN([C@H](C)CO)C(=O)Cc2cc(NS(C)(=O)=O)ccc2O[C@H]1CN(C)Cc1ccc(Cl)c(Cl)c1	1.7
COc1ccc(CN(C)C[C@H]2Oc3c(NC(=O)NC(C)C)cccc3C(=O)N([C@@H](C)CO)C[C@H]2C)cc1	1.3

The closing two compounds of the part above come first, to join the parts:
Compound	BioA inh
C[C@@H]1CN([C@H](C)CO)C(=O)Cc2cc(NS(C)(=O)=O)ccc2O[C@H]1CN(C)Cc1ccc(Cl)c(Cl)c1	1.7
COc1ccc(CN(C)C[C@H]2Oc3c(NC(=O)NC(C)C)cccc3C(=O)N([C@@H](C)CO)C[C@H]2C)cc1	1.3
C[C@H]1CN([C@@H](C)CO)C(=O)c2cc(NS(=O)(=O)c3ccc(Cl)cc3)ccc2O[C@H]1CN(C)S(=O)(=O)c1ccc(Cl)cc1	-0.9
CN1CCN(C(=O)C[C@H]2C=C[C@@H](NC(=O)c3ccc4c(c3)OCO4)[C@H](CO)O2)CC1	-1.7
COCC(=O)Nc1ccc2c(c1)OC[C@H](C)N(Cc1ccccn1)C[C@H](C)[C@@H](OC)CN(C)C2=O	4.0
CCC(=O)N1C[C@H](C)[C@@H](OC)CN(C)C(=O)c2cc(NC(=O)c3ccccc3)ccc2OC[C@H]1C	-0.3
O=C(C[C@H]1C[C@H]2c3cc(NC(=O)c4ccc5c(c4)OCO5)ccc3O[C@H]2[C@H](CO)O1)NCc1cc(F)ccc1F	25
C[C@@H]1CN([C@H](C)CO)C(=O)c2cccc(NS(=O)(=O)c3ccc(F)cc3)c2O[C@@H]1CN(C)Cc1ccccc1	-0.1
C[C@H](NC(=O)C[C@H]1CC[C@@H](NC(=O)C2CC2)[C@H](CO)O1)c1ccccc1	-2.9
CCN1[C@@H]2c3ccc(C4=CCCCC4)c(=O)n3C[C@@H]2[C@@H](CO)[C@@H]1C(=O)OC	-0.6

The list is partial; the hit share may differ from the screen's.
